Source: PubChem (MTDP)
RNase H inhibition: RNase H inhibition, HIV 1 Gag Pol polyprotein, FRET biochemical assay, screening (AID 372); HIV-1 RT RNase H, FRET RNA/DNA substrate fluorescence; higher % means a stronger effect; inhibition, % at 10 µM, or IC50 in µM where a hit was titrated; 100,000 compounds, 0.77% hits; in the data active = inhibition above about 50%
The depositor's hits bear a star. Only part of the results is shown; rates above refer to the full screens.

SMILES	RNase H inhibition
Cc1cc(NS(=O)(=O)c2ccc(NC(=O)C(Cl)(Cl)Cl)cc2)nc(C)n1	7.0%
CN(C)CCCN1C(=O)CSC1c1ccc(Cl)c(Cl)c1 (stereo not drawn)	14.0%
COc1cccc(OCCCCOc2cccc(C)c2C)c1	28.0%
CC1=C(C(=O)OCC2CCCO2)C(c2ccc([N+](=O)[O-])cc2)C2=C(CCCC2=O)N1 (stereo not drawn)	6.0%
O=C(COc1ccc(Cl)cc1Cl)N/N=C/c1cccc(Oc2ccccc2)c1	10.0%
CCOc1cc(C2C3=C(CC(C)(C)CC3=O)Nc3ccccc3N2C(C)=O)ccc1O (stereo not drawn)	0.0%
CC1=C(C(=O)OC2CCCCC2)C(c2cccc(Cl)c2Cl)C2=C(CC(C)(C)CC2=O)N1 (stereo not drawn)	8.0%
CN1CCN(CCOCCOc2ccc(Cl)cc2)CC1	7.0%
Nc1c(Br)cc(C(=O)OCC(=O)c2ccccc2)cc1Br	6.0%
Cc1cc(Cl)ccc1OCC(=O)Nc1ccc(I)cc1	23.0%
CC(=O)c1cccc(N2C(=O)c3ccc(Oc4ccc([N+](=O)[O-])cc4)cc3C2=O)c1	0.0%
CC(=O)c1ccc(Oc2ccc(C(C)=O)cc2)cc1	12.0%
O=C(NNC(=O)c1cc2ccccc2oc1=O)c1ccccc1	43.0%
CCOC(=O)c1ccccc1-c1ccc(/C=C2\C(=O)NC(=O)N(c3ccccc3C)C2=O)o1	12.0%
CCOc1cc(/C=C2/SC(=S)N(CC)C2=O)cc(Cl)c1OCc1ccc(F)cc1	4.0%

The list goes on, overlapping the part above by seven compounds.
SMILES	RNase H inhibition
Nc1c(Br)cc(C(=O)OCC(=O)c2ccccc2)cc1Br	6.0%
Cc1cc(Cl)ccc1OCC(=O)Nc1ccc(I)cc1	23.0%
CC(=O)c1cccc(N2C(=O)c3ccc(Oc4ccc([N+](=O)[O-])cc4)cc3C2=O)c1	0.0%
CC(=O)c1ccc(Oc2ccc(C(C)=O)cc2)cc1	12.0%
O=C(NNC(=O)c1cc2ccccc2oc1=O)c1ccccc1	43.0%
CCOC(=O)c1ccccc1-c1ccc(/C=C2\C(=O)NC(=O)N(c3ccccc3C)C2=O)o1	12.0%
CCOc1cc(/C=C2/SC(=S)N(CC)C2=O)cc(Cl)c1OCc1ccc(F)cc1	4.0%
COc1cc(C(=S)N2CCOCC2)ccc1OC(=O)c1ccccc1	9.0%
COc1cccc(OCCOCCOc2cc(Cl)ccc2Cl)c1	11.0%
COc1ccc(CN2CCCC(C(=O)NN)C2)c(OC)c1OC (stereo not drawn)	0.0%
CCOC(=O)Cc1csc(NC(=O)c2ccccc2)n1	3.0%
CCN(C(=O)CN1C(=O)c2ccccc2C1=O)c1ccccc1	7.0%
N#Cc1c(N)nc2c(c1-c1cccc(Br)c1)CCCCC2	0.0%
COc1ccc(-c2cc(C(F)(F)F)n3nc(C(=O)N4CCCCCC4)cc3n2)cc1OC	12.0%
Cc1ccc(C(=O)NCCNc2ccc([N+](=O)[O-])cc2Cl)cc1	9.0%
COc1ccc(NC(=O)/C(C#N)=C\c2ccc(OCc3ccc(C(=O)O)cc3)c(OC)c2)cc1	7.0%
CCOC(=O)C1CCN(Cc2c(F)cccc2Cl)CC1	1.0%
COc1cccc(C(=O)Nc2cc(-c3nc4cc(Cl)cc(Cl)c4o3)ccc2C)c1	6.0%
COC(=O)CN1C(c2cc(OC)c(OC)c(OC)c2)=Nc2ccc(C)cc2C1c1ccccc1 (stereo not drawn)	6.0%
O=C1C(=O)N(c2ccccn2)C(c2ccc([N+](=O)[O-])cc2)/C1=C(/O)c1ccccc1 (stereo not drawn)	10.0%
O=C1/C(=C/c2ccccc2Cl)SC(=S)N1CC(=O)N1CCCc2ccccc21	8.0%
COc1ccc(CC(C)CC(=O)NCCc2ccc(OC)c(OC)c2)cc1 (stereo not drawn)	19.0%
CCN(CC)c1ccc(/C=N/NC(=O)c2ccccc2I)cc1	18.0%
Cc1cccc(N2C(=O)CSC23C(=O)Nc2ccccc23)c1 (stereo not drawn)	23.0%
O=C(NCCO)/C(=C/c1ccc2c(c1)OCO2)NC(=O)c1ccc(Br)o1	10.0%
COc1cccc(NC(=O)c2cc(-c3ccco3)nc3ccccc23)c1	10.0%
COc1cc(/C=C2/C=C(c3ccccc3)OC2=O)ccc1C	12.0%
O=c1c2c(nc(SCc3ccccc3)n1Cc1ccccc1)-c1ccccc1CC21CCCCC1	26.0%
O=C(Nc1ccc(F)cc1)Nc1nnc(-c2ccc(Cl)c(Cl)c2)s1	9.0%
CCOC(=O)C1=C(CC)OC(N)=C(C#N)C1c1cc(Br)c(OC)cc1OC (stereo not drawn)	8.0%
CCN(CC)c1ccc(/C=C2\C(=O)NC(=O)N(c3ccc(OC)cc3)C2=O)c(OC)c1	8.0%
O=C(N/N=C/c1ccc(F)cc1)c1ccc(Br)cc1	0.0%
Cc1ccc(C(=O)CC2(O)C(=O)N(C)c3ccccc32)cc1 (stereo not drawn)	12.0%
COCCNCC(=O)NCC12CC3CC(CC(C3)C1)C2	4.0%
Cc1c(C(=O)Nc2ccc(Nc3ccccc3)cc2)cccc1[N+](=O)[O-]	15.0%
Cc1sc(NC(=O)CCCOc2ccc(Cl)cc2Cl)c(C#N)c1C	5.0%
CCOc1ccc(NC(=O)c2cccnc2)cc1	16.0%
CCCCC/[N+]([O-])=N/OCO/N=[N+](\[O-])CCCCC	10.0%
COc1ccccc1N1C(=O)c2ccc(C(=O)Nc3cc(C(=O)O)ccc3C)cc2C1=O	0.0%
COc1ccc(S(=O)(=O)Nc2cc([N+](=O)[O-])ccc2C)cc1	0.0%
Cc1cc(C)c(C(=O)c2ccc(C(=O)NC(C)(C)C)cc2)c(C)c1	4.0%
O=C1C2CCCCC2C(=O)N1Nc1c(Cl)cc(Cl)cc1Cl (stereo not drawn)	8.0%
CCOc1ccc(/C=C2\C(=O)NC(=O)N(c3ccccc3C)C2=O)cc1Cl	6.0%
O=C(N/N=C/c1ccc(-c2ccccc2[N+](=O)[O-])o1)Nc1ccccc1	28.0%
COc1ccc(S(=O)(=O)N2CC(C)CC(C)C2)cc1 (stereo not drawn)	15.0%
O=C(Nc1ccc2c(c1)C(=O)OC2)NC1CCCCC1	16.0%
O=[N+]([O-])c1cccc(S(=O)(=O)N2CCOCC2)c1	0.0%
N#Cc1ccccc1NC(=O)c1cc([N+](=O)[O-])cc([N+](=O)[O-])c1	4.0%
N#Cc1cc2c(N)c(C(N)=O)sc2nc1N	3.0%
COc1cccc(-c2nc3cc(NC(=S)NC(=O)c4ccccc4Cl)ccc3o2)c1	9.0%
COc1ccc(-c2c(C#N)c(N)nc(OC)c2C#N)c(OC)c1	13.0%
CC(C)(O)C#Cc1ccc(C(=O)N2CCN(C(=O)c3ccc(C#CC(C)(C)O)cc3)CC2)cc1	0.0%
O=C(c1ccccc1F)N1CCC(Cc2ccccc2)CC1	3.0%
O=C(N/N=C/c1ccc(-c2ccccc2[N+](=O)[O-])o1)c1ccc([N+](=O)[O-])cc1	32.0%
COC(=O)c1cc(-c2cccc(Br)c2)nc2ccccc12	9.0%
Cc1cccc(NC(=O)C(=O)NCCCOC(C)C)c1	0.0%
CS(=O)(=O)N1CCN(C2CCC(c3ccccc3)CC2)CC1 (stereo not drawn)	13.0%
COc1ccc(CCNC(=O)C(C)Sc2ccc(Cl)cc2)cc1 (stereo not drawn)	0.0%
COc1ccc(C(CC(=O)O)c2ccccc2)cc1 (stereo not drawn)	6.0%
N#C/C(=C\c1cc2c(cc1[N+](=O)[O-])OCO2)C(=O)Nc1cccc(Br)c1	15.0%
O=C(CSc1nc2c(c(=O)n1CC1CCCCC1)C1(CCCCC1)Cc1ccccc1-2)c1ccc(Cl)cc1	4.0%
COc1cc(NC(=O)c2ccccc2F)nc(OC)n1	8.0%
O=C(CSc1ccc(Cl)cc1)NCc1cccnc1	11.0%
C/C=C/c1ccc(OCCCCOc2cc(C)ccc2C)c(OC)c1	20.0%
CCC(=O)N(CCC1(c2ccc(F)cc2)CCOC(C)(C)C1)Cc1ccc(OC)c(OC)c1 (stereo not drawn)	14.0%
COc1ccccc1C(=O)NNC(=O)COc1ccccc1Cl	5.0%
O=C(COc1ccc(Cl)cc1Cl)n1cc([N+](=O)[O-])cn1	6.0%

The list goes on.
SMILES	RNase H inhibition
COc1cccc(NC(=O)/C=C/c2ccc(-c3ccccc3[N+](=O)[O-])o2)c1	25.0%
COc1ccc(NC(=O)CN(c2ccc(OC)cc2)S(=O)(=O)c2ccc(NC(C)=O)cc2)cc1	10.0%
COc1ccccc1NC(=O)c1cc(Nc2ccc(F)c(F)c2)nc2ccccc12	5.0%
O=C(Nc1ccc(N2CCCCC2)cc1)c1cc(I)ccc1Cl	6.0%
O=C(CSc1nc2ccc(NC(=O)c3ccc(Cl)cc3Cl)cc2s1)NC1CCCCC1	1.0%
O=S(=O)(NN=C1CCCC1)c1ccccc1	4.0%
Cc1ccc(C)c(COc2ccc3c(C)c(C)c(=O)oc3c2)c1	27.0%
COc1ccc(C2/C(=C(/O)c3ccccc3)C(=O)C(=O)N2CC2CCCO2)c(OC)c1 (stereo not drawn)	3.0%
CCCSc1nnc2c(n1)OC(c1ccc(OCC(=O)O)c(OCC)c1)Nc1ccccc1-2 (stereo not drawn)	0.0%
COc1cccc(OC)c1C(=O)Nc1ccc(-c2ccc(NC(=O)c3c(OC)cccc3OC)c(Cl)c2)cc1Cl	9.0%
Cc1ccc(C(=O)NC(=S)Nc2ccc(Br)cn2)cc1[N+](=O)[O-]	16.0%
Oc1ccccc1-c1cc(-c2ccc(Br)cc2)nc(N/N=C/c2ccc(Br)cc2)n1	31.0%
O=S(=O)(Nc1cccnc1)c1ccc(F)cc1	0.0%
COc1nc(Nc2ccc(C(C)C)cc2)nc(OC)n1	13.0%
O=C(CCC(=O)OCC(=O)c1ccccc1)Nc1cc(Cl)ccc1Cl	0.0%
COc1ccccc1/C=N/NC(=O)C(=O)Nc1ccc(Br)cc1	16.0%
O=C(c1ccc(N2CCN(C(=O)c3ccccc3F)CC2)cc1)c1cccc(F)c1	16.0%
O=C(N/N=C\c1c[nH]c2ccccc12)c1n[nH]c2c1CCCC2	0.0%
COc1ccc(N=Nc2c(C)[nH]c3ccccc23)cc1	11.0%
CCOc1cc(/C=C2/C(=O)NC(=O)N(c3ccccc3F)C2=O)ccc1O	4.0%
CC1=NN(C(=O)OC(C)(C)C)C(O)(C(F)(F)F)C1 (stereo not drawn)	2.0%
COc1cccc(C(=O)Nc2ccc3oc(-c4ccccc4)nc3c2)c1	11.0%
O=C(COc1ccccc1)Nc1cccc2ccccc12	11.0%
O=C(Nc1ccc(Cc2ccncc2)cc1)Nc1cc(F)c(F)cc1Cl	8.0%
C=CCN1C(=O)C(=O)/C(=C(\O)c2ccc(Br)cc2)C1c1ccc(OC)c(OC)c1 (stereo not drawn)	5.0%
CCOc1ccc(S(=O)(=O)N(CC(=O)Nc2cccnc2)c2ccc(C)cc2)cc1	9.0%
CC(=O)Oc1cccc(-c2nc3ccccc3c(=O)o2)c1	24.0%
CSc1ccc(/C=C(/NC(=O)c2ccccc2)C(=O)N2CCN(C)CC2)cc1	6.0%
Cc1ccc(C(C)C)c(OCC(=O)NNC(=O)CN2C(=O)c3ccccc3C2=O)c1	5.0%
O=c1/c(=C\c2ccc(-c3cccc(Cl)c3)o2)sc2nc3ccccc3n12	16.0%

Of the compounds above, 2 contain a thiophene ring, fused or not.
SMILES	RNase H inhibition
Cc1sc(NC(=O)CCCOc2ccc(Cl)cc2Cl)c(C#N)c1C	5.0%
N#Cc1cc2c(N)c(C(N)=O)sc2nc1N	3.0%

(next part)
SMILES	RNase H inhibition
C=CCN1C(=O)/C(=C\c2ccc(OCC)cc2)C(=O)NC1=S	4.0%
O=C(Nc1ccc(Cl)cc1)Nc1ncc(Cc2cccc(Cl)c2)s1	6.0%
Cc1ccc(NC(=O)/C(C#N)=C/c2ccc(OCC(=O)NCC3CCCO3)cc2)cc1C (stereo not drawn)	17.0%
O=C(Nc1ccc(-c2nc3ccccc3s2)cc1)c1ccc(Br)o1	19.0%
C/C(=C\C(=O)Nc1ccc(Br)cc1C(=O)O)c1ccccc1	7.0%
O=C(OC1CCCCC1)c1ccc(NS(=O)(=O)c2ccc([N+](=O)[O-])cc2)cc1	9.0%
O=C(NN=C1CCCC1)C(=O)NC1CCCCC1	2.0%
COc1cc(CN2CCN(Cc3cc(OC)c(OC)c(OC)c3)CC2)cc(OC)c1	11.0%
CCOC(=O)C1=C(C)N=C2SCC(=O)N2C1c1ccc(OC)c2ccccc12 (stereo not drawn)	5.0%
Cc1cc(C(=O)N/N=C/c2ccc(-c3cccc(C(=O)O)c3)o2)n[nH]1	20.0%
N#Cc1c(/N=C/c2cc(Br)cc(Br)c2O)sc2c1CCN(Cc1ccccc1)C2	1.0%
O=C(CNc1ccccc1)N/N=C/c1cccc(O)c1	13.0%
COc1ccc(N=Cc2cn(-c3ccccc3)nc2-c2ccc(F)cc2)cc1	28.0%
COc1cccc(C2C(C(=O)OC3CCCCC3)=C(C)NC3=C2C(=O)CC(c2ccc(Cl)cc2)C3)c1 (stereo not drawn)	17.0%
COC(=O)C(C(=O)OC)C1=C/C(=N/S(=O)(=O)c2ccc(C)cc2)c2ccccc2C1=O	15.0%
Cc1ccc(C(=O)NC(=S)Nc2ccc(-c3nc4ncccc4o3)cc2)cc1C	15.0%
CC(C)(C)c1ccc(OCCCCn2ccnc2)cc1	0.0%
Cc1cc(NC(=O)CN2CCN(c3ccccc3)CC2)c2ccccc2n1	3.0%
COc1cccc(OCCOc2c(Cl)cc(/C=C3/SC(=S)NC3=O)cc2OC)c1	23.0%
Clc1ccc(Cl)c(N2N=C(c3ccccc3)CC2c2ccc(Br)cc2)c1 (stereo not drawn)	0.0%
O=[N+]([O-])C(C1CCS(=O)(=O)C1)C1CCS(=O)(=O)C1 (stereo not drawn)	4.0%
COc1ccc(-c2csc(NC(=O)CCCN3C(=O)c4cccc5cccc(c45)C3=O)n2)cc1	0.0%
Cc1cc(C)cc(NC(=O)Cn2c(C)c(C=O)c3ccccc32)c1	9.0%
CCSc1nc2ccc(O)cc2[nH]1	3.0%
